PI5P4K alpha inh = blocks human PI5P4K alpha kinase activity; AID 652105; 330,000 tested, 1.2% active; max response, %; PI5P4Kalpha enzyme, ADP-Glo luminescence, 60 min; stronger effect = lower value; active = max response of -50% or lower; inconclusive = between -30% and -50%; inactive = -30% or higher; also: value at the top dose of about 77 µM; % is scaled to controls: 0 for no effect and ±100 for the full control effect
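Single end-point luminescence (ADP-Glo) quantified ADP from PI5P4Kalpha turnover; ATP 5 microM final, 1 h at RT, 0.1% CHAPS and 0.28 mM EGTA in HEPES pH 7.4.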
WRN helicase inh = WRN helicase (human) inhibition. WRN helicase unwinding, fluorescent forked duplex, kinetic. AID 651768. Potency, µM (series often up to 114 µM), inactives show at the highest dose activity change, negative = inhibition, usual class: inhibitors. 360,000 tested, 0.46% active; also: potency is read from the fitted curve at half-maximal effect; % is scaled to controls: 0 for no effect and ±100 for the full control effect; nearly all actives have a fitted effect of over 55% in size
Target sequence (Q14191 whole entry, looked up): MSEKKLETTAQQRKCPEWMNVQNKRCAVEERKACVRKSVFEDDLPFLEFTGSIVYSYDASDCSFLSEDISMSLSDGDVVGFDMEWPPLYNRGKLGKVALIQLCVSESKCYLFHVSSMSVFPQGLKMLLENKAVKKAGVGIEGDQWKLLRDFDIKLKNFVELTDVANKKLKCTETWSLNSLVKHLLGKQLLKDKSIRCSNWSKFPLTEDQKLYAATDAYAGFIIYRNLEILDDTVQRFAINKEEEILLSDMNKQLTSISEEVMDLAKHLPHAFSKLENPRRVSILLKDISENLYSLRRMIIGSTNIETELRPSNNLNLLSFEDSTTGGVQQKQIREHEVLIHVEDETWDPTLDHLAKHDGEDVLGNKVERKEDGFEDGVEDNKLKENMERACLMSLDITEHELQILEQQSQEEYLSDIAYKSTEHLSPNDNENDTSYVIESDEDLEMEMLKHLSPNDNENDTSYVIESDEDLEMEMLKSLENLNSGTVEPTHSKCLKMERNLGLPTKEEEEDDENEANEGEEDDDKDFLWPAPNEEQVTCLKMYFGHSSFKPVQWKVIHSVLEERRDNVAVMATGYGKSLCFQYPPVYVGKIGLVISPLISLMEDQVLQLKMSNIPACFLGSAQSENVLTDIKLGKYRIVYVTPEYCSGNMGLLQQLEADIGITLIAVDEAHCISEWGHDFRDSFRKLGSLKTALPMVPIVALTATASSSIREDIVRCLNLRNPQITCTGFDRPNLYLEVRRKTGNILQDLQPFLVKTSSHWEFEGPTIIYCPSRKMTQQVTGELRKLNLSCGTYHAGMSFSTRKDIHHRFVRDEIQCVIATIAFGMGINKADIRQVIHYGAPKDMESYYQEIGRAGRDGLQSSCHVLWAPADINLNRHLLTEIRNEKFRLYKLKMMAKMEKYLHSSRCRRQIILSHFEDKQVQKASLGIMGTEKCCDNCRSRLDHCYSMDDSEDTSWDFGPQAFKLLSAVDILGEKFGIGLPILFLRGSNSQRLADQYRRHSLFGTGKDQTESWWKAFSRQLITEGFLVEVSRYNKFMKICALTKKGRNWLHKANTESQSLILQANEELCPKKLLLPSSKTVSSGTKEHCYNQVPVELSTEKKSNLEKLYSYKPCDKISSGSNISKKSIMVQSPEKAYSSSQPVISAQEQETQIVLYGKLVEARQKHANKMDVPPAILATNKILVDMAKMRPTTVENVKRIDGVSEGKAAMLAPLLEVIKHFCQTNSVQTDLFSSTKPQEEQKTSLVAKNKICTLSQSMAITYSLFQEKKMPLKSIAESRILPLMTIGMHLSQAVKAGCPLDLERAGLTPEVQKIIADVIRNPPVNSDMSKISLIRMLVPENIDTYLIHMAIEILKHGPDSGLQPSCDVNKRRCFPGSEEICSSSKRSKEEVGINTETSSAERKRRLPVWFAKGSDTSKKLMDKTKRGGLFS
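Primary qHTS, 1536-well format. 20 nM WRN + compound, 15 min RT; start with 100 nM forked fluorophore/quencher duplex, 2 mM ATP (final); kinetic read ex 525/em 598 nm.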
IL2 activator = activates IL-2 in a cell-based reporter assay. IL-2 activation reporter assay, cell-based qHTS; stimulated with anti-CD3/CD4/CD28 beads; in transgenic mouse T cells. activation, % (series mostly up to about 46 µM). 360,000 tested, 0.065% active. AID 652025; in the data active = activation above about 50%; inconclusive = mostly about 30% to 49%; also: 0% is about no effect
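Using fluorescent plate cytometry, EGFP and DsRed are detected in transgenic mouse T cells stimulated 18 h at 37 degrees C with antibody-coated beads after 60 min compound pretreatment.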
EPAC1 antagonist = antagonists of human EPAC1 | EPAC1 GEF assay, Rap1b-BODIPY-GDP exchange fluorescence | Potency, µM (highest dose often 115 µM), without a hit: at the highest dose activity change, negative = inhibition, usual class: inhibitors | 360,000 tested, 0.14% active | O95398;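 also: potency is read from the fitted curve at half-maximal effect; plate controls were vehicle for no effect and positive control for full effect; nearly all actives have a fitted effect of over 50% in size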
PLK1 PBD inh = PLK1 (human) polo-box domain binding inhibition; Plk1 PBD binding of FITC phosphopeptide, fluorescence polarization; Potency, µM, for inactives: max response, negative = inhibition, hits mostly inhibitors; 360,000 tested, 2.8% active; AID 720504; also: potency is read from the fitted curve at half-maximal effect; series mostly up to about 57 µM; % is scaled to controls: 0 for no effect and ±100 for the full control effect; nearly all actives have a fitted effect of over 65% in size
Abeta yeast res = restores growth of yeast expressing A-beta42 peptide | yeast expressing A-beta42, growth rescue, OD600, 48 h; response scale: 0% DMSO, 100% iron-clioquinol control | Potency, µM (highest dose often 46.1 µM), inactives show at the highest dose growth rescue, actives largely listed as activators | 410,000 tested, 0.063% active; also: potency is read from the fitted curve at half-maximal effect; nearly all actives have a fitted effect of over 55% in size
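Growth rescue measured by 600 nm absorbance after 48 h yeast culture at 30 C with compound. Values normalized between DMSO and an equimolar ferric chloride plus clioquinol control.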
FUS yeast rescue = suppressors of FUS proteinopathy in yeast | Potency, µM (highest dose often 76.6 µM), for the others: at the highest dose growth rescue (activation), usual class: activators | 390,000 tested, 0.24% active | AID 1347120 | S. cerevisiae FUS-expressing, growth rescue, OD600, 24 h;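 also: potency is read from the fitted curve at half-maximal effect; plate controls were DMSO vehicle for no effect and reference control for full effect; nearly all actives have a fitted effect of over 55% in size; some results filed as inactive show a strong effect at the top dose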
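S. cerevisiae expressing FUS from galactose induction served as the toxicity model. Growth after 24hr at 30C, read as absorbance at 600 nm, indicates suppression of toxicity; compounds dosed at several concentrations.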
EPAC1 ag = agonists of human EPAC1; EPAC1 agonist qHTS, biochemical assay; response scale: 100% = response to 6.5 mM cAMP; O95398; Potency, µM (series often up to 154 µM), inactives show at the highest dose activation, usual class: activators; AID 720707; 360,000 tested, 0.073% active; also: potency is read from the fitted curve at half-maximal effect; nearly all actives have a fitted effect of over 60% in size
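Nucleotide exchange by EPAC1 (100 nM) on Rap1B–BODIPY-GDP (250 nM) in the presence of 50 uM GDP is tracked fluorescently at 480/540 nm over 30 min. Signals are normalized to a 6.5 mM cAMP control.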
aSyn rescue = inhibitors of alpha-synuclein toxicity in yeast | Yeast expressing alpha-synuclein, growth rescue, BacTiter-Glo, 24 h | 370,000 tested, 0.14% active | Potency, µM (doses to about 46.1 µM), without a hit: top-dose growth rescue (activation), usual class: activators | AID 652106; also: potency is read from the fitted curve at half-maximal effect; % of control where 0% means no effect; nearly all actives have a fitted effect of over 65% in size
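Galactose-induced alpha-syn yeast (OD600=0.02, raffinose-pregrown) + pinned cpd, 24 hr, 30 deg C; growth by BacTiter-Glo luminescence. Growth restoration scores as activation.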
* marks the source's active call; other numbers are inactive results; ? = inconclusive; . = no result given; & = joins results of further samples; [ ] = another dose, or the depositor's remark. Unless noted, calls follow the shape of the dose curve; as a rule, active = well fitted curve in the direction sought with a large enough effect; inconclusive = small, poorly fitted or top-dose-only effect, or another doubt; inactive = no such curve, though single readings can be large; an effect the other way counts as inactive or inconclusive.

Molecule	EPAC1 ag	IL2 activator	FUS yeast rescue	PLK1 PBD inh	EPAC1 antagonist	PI5P4K alpha inh	WRN helicase inh	Abeta yeast res	aSyn rescue
O=C(c1ccccc1F)N1CCN(c2cnn(-c3cccc(Cl)c3)c(=O)c2Cl)CC1	12%	-0.2	8%	27µM*	-5%	-12	7%[57.1 µM]	5%	-3%
COc1cc(/C=N/N(CCO)C2=NS(=O)(=O)c3ccccc32)cc(OC)c1OC	2%	-0.3	8%	-14%	-24%	4	-2%	-1%	2%
COC(=O)C1=CN(C(C)C)C=C(C(=O)OC)C1c1cc2c(cc1Br)OCO2	10%	-2.5	25%	-3%	-17%	.	-4%	-18%	5%
C=CCN(C(=O)c1cccc(S(=O)(=O)N2CCN(C)CC2)c1)c1nc(-c2ccccc2)cs1	2%	-2.6	16%	0%	-15%	1	-19%	6%[9.22 µM]	-10%
Nc1nonc1-c1nc2ccccc2n1CC(=O)Nc1ccccc1	3%	0.2	23%	-16%	-7%	-15	-3%	-5%	6%
CN(C)CCOC(c1ccc(Cl)cc1)c1ccccn1 (stereo not drawn)	-6%&-25%	0.8&-0.3	-45%&-31%	4%&-14%	-1%&-22%	1&-1	1%	-24%&-19%	4%&-14%
CC(=NNC(=O)c1cccc(S(=O)(=O)N2CCOCC2)c1)c1ccc(Cl)cc1	9%	-0.3	20%	-4%	-10%	0	2%	13%	-7%
O=C(O)c1ccc([N+](=O)[O-])c2c1C(=O)c1ccccc1C2=O	0%	-0.7	29%	-17%	10%	0	-14%	-9%	-8%
CC(=O)Nc1ccc(CN2CCCC(C(=O)c3ccc(C(F)(F)F)cc3)C2)cc1 (stereo not drawn)	-4%	1.3	7%	-1%	-5%	3	5%	0%	4%
OCCCn1c(C2CCCN2c2nc(-c3ccc(Cl)cc3)cs2)nc2cc(C(F)(F)F)ccc21 (stereo not drawn)	-8%	-2.3	?	?	-24%	3	-10%	14%	9%
O=C(NCCc1ccccc1)c1ccccc1[N+](=O)[O-]	3%	-0.4	3%	2%	7%	0	-2%	2%	2%
CCCc1cc(=O)[nH]c(SCC(=O)c2cc(C)n(CCOC)c2C)n1	3%	-2.9	3%	0%	1%	1	6%	3%	2%
CCN(CC)C(=O)C1CCN(Cc2ccc(Br)cc2)CC1	5%	-3.5	21%	-8%	0%	0	10%	4%	1%
O=C(CN1CCC(C(=O)c2ccc(Cl)cc2)CC1)NC1CCCC1	4%	-2.9	-6%	-11%	-15%	-5	2%	6%	-1%
CC1CN(CCOc2ccccc2C(C)C)CC(C)O1 (stereo not drawn)	-8%	2.3	-5%	5%	3%	3	3%	5%	0%
O=C(O)c1cccc(NS(=O)(=O)c2ccc(NC(=O)c3ccco3)cc2)c1	-1%	0.0	11%	0%	8%	-1	?	-10%	-5%
CC(C)(C)OC(=O)C1=C(CO)CS[C@@H]2[C@H](NC(=O)Cc3ccccc3)C(=O)N12	0%	-0.2	-6%	-6%	-2%	-8	-4%	9%	1%
O=C(Nc1nccs1)C1CCCN1S(=O)(=O)c1ccc(Cl)cc1 (stereo not drawn)	-6%	0.3	-3%	-4%	-1%	.	-2%[57.1 µM]	5%	-2%
CCOC(=O)c1c(C)[nH]c(C(=O)CSc2nc(C)cc(C)n2)c1C	-4%	-1.5	10%	-28%	0%	-2	-5%	-3%	3%
Cc1ccc(Cl)cc1NC(=O)CCS(=O)(=O)c1ccc2c(c1)n(C)c(=O)c(=O)n2C	-2%	-0.5	-16%&-14%	-11%	-8%	1	-2%	-8%&0%	-4%
C(=N\N1CCN(Cc2ccccc2)CC1)/c1cccnc1	-1%	0.2	-3%	-3%	5%	-4	18%	0%	1%
Cc1nc(SCC(=O)NCCc2ccccc2)n[nH]1	-6%	0.4	4%	3.8µM*	-8%	?	-1%	6%	-24%
O=C1C[C@@H]2c3c(cccc3CN1Cc1ccc(Br)cc1)C[C@@H](O)[C@H]2O	-3%	-0.5	8%	2%	11%	1	5%	3%	6%
O=C(CCc1ccccc1)Nc1nc2n(n1)C(c1ccccc1)CC(=O)N2 (stereo not drawn)	-1%	0.0	-19%	-5%	-10%	-4	-6%	-12%	5%
COCCN(C(=O)COC(=O)Cc1cccc2ccccc12)c1c(N)n(Cc2ccccc2)c(=O)[nH]c1=O	-3%	-1.9	35%	-3%	12%	-1	-26%	4%	-9%
Cn1c(=O)c2c(nc(CN3CCN(C(=O)c4ccco4)CC3)n2Cc2ccccc2)n(C)c1=O	6%	1.2	-7%	-10%	-4%	4	-14%	4%	4%
COc1ccccc1NC(=O)CN1C(=O)NC(CC(C)C)C1=O (stereo not drawn)	-6%	2.4	2%	3%	-6%	0	6%	6%	7%
O=C(c1cccnc1)n1nc(-c2ccco2)nc1NCc1cccs1	7%	-0.7	-22%	-9%	4%	-2	-6%	8%	3%
CCCn1c(N)c(C(=O)CSc2nncs2)c(=O)[nH]c1=O	3%	0.6	-29%	-1%	-9%	1	2%	-8%	0%
O=C(Nc1cccc(S(=O)(=O)Nc2ccccc2F)c1)c1ccco1	4%	-0.2	22%	?	-16%	-5	-11%	4%	2%
CCc1cc(=O)oc2c(CN3CCN(C)CC3)c(O)ccc12	-12%	-2.7	5%	3%	5%	-8	9%	-2%	1%
Nc1ccc(CCc2nc3ccccc3o2)cc1	3%	-2.1	24%	-4%	19%	.	-2%	-12%	-2%
c1ccc(Cn2nnc3c(N4CCCC4)ncnc32)cc1	6%	-1.2	?	-16%	-10%	.	-2%	0%	13%
O=C(NCc1ccc(Cl)cc1)C(=O)Nc1nccs1	4%	0.2	-18%	-2%	-8%	-3	7%[57.1 µM]	-5%	-9%
N#CC1=C(N)Oc2n[nH]c(-c3cccs3)c2C1c1cccs1 (stereo not drawn)	-5%	-2.3	9%	24µM*	-4%	-53*	-21%[57.1 µM]	-6%	7%
CCC1Sc2ccc(S(=O)(=O)Nc3ccc(OC)c(OC)c3)cc2NC1=O (stereo not drawn)	8%	-2.2	-3%	-13%	5%	2	0%	-17%	-5%
Cc1onc(-c2ccccc2Cl)c1NC(=O)NCc1cccs1	1%	2.5	-10%	2%	1%	-1	-1%	-12%	0%
COCCNC(=O)C1CCCN(C(=O)c2ccc(OC)c(F)c2)CC1 (stereo not drawn)	-7%	-0.4	5%	0%	0%	-2	8%[57.1 µM]	1%	2%
CCN(CC)C(=O)c1[nH]cnc1C(=O)NCc1ccccc1	-5%	-3.0	-16%	-11%	4%	-4	12%	-9%	-6%
COc1ccc(CCC(=O)OCC(=O)c2cccc(OC)c2)cc1	11%	-3.1	-21%	-9%	-10%	-11	-27%	2%	-3%
Cc1cc(C)nc(SCc2ccccc2C#N)n1	-2%	-0.1	-27%	-17%	5%	3	-3%	23%	6%
c1csc(C2C3=C(Nc4ncnn42)c2ccccc2OC3)c1 (stereo not drawn)	4%	-2.4	38%	-24%	-12%	-11	-7%	-23%	-13%
Cc1ccc(S(=O)(=O)N2CCN(C(C)C(=O)N3CCCc4ccccc43)CC2)cc1 (stereo not drawn)	9%	-0.1	23%	-5%	2%	0	-6%	17%	8%
C/C(=N\NC(=O)c1c(Cl)cnn1C)c1ccc(NC(=O)c2ccncc2)cc1	4%	-4.5	31%	-9%	1%	-7	-3%	-5%	-2%
Nc1ccc(C(=O)C(=O)c2ccc(N)cc2)cc1	-1%	-0.1	-19%	-14%	13%	1	8%	-1%	-10%
CCC(CO)Oc1cc(NC(=O)c2cccc(OC)c2)c2ncn(C(C)C)c2c1 (stereo not drawn)	-9%	-0.3	-8%	-3%	-24%	-30	4%[11.6 µM]	3%	2%
Cc1nnc(NCc2ccco2)c2ccccc12	-5%	0.0	26%	-6%	-13%	9	-4%	4%	-8%
CC(C)(C)c1csc(SCC(=O)Nc2ccc(Cl)cn2)n1	10%	-2.8	37%	-3%	0%	.	0%	4%	7%
CC(=O)c1ccc(NS(=O)(=O)c2cccc3cccnc23)cc1	16%	-1.9	-49%	-10%	1%	-8	7%	4%	1%
COc1ccc(CCNC(=O)CN(C)S(=O)(=O)c2ccc(OC)cc2)cc1	7%	-0.6	13%	-4%	-24%	-5	-1%	16%	8%
CC(Cc1n[nH]c(=S)n1N)c1ccccc1 (stereo not drawn)	2%	0.8	5%	27µM*	-7%	1	-7%	14%	1%
Cc1ccc(S(=O)(=O)N2CCN(C(=O)COC(=O)CSc3cc(C)ccc3C)CC2)c(C)c1	17%	-2.1	.	-19%	-18%	9	?	5%	6%
O=C(COc1ccccc1)Nc1nc(-c2ccc(S(=O)(=O)N3CCOCC3)cc2)cs1	2%	2.1	?	?	-11%	-8	9%	15%	5%
Cc1cc(C)c(C#N)c(SCC(=O)Nc2nnc(-c3ccccc3)s2)n1	0%	-1.3	2%	0%	3%	-4	5%	-11%	0%
CC(C)=CCC/C(C)=C/CNC(=O)C[C@H]1C[C@H](C(=O)N2CCCCC2)[C@@]2(CCc3ccccc3)c3[nH]c4ccc(Cl)cc4c3CCN2C1=O	-5%	-0.4	-16%	-4%	14%	3	2%	0%	-1%
CCOC(=O)N1CCC(C(N)=O)CC1	-4%	-3.4	5%	-1%	6%	0	8%	6%	?
COc1ccccc1CNC(=O)CCS(=O)(=O)c1cccc2nonc12	0%	2.3	21%	-3%	-15%	.	0%	3%	-2%

Only Abeta yeast res and FUS yeast rescue (two entries from above):
SMILES	Abeta yeast res	FUS yeast rescue
CC(C)=CCC/C(C)=C/CNC(=O)C[C@H]1C[C@H](C(=O)N2CCCCC2)[C@@]2(CCc3ccccc3)c3[nH]c4ccc(Cl)cc4c3CCN2C1=O	0%	-16%
COc1ccccc1CNC(=O)CCS(=O)(=O)c1cccc2nonc12	3%	21%

Assay outcomes: PubChem, National Center for Advancing Translational Sciences (NCATS)
